Screening results from PubChem.
BoNT A protease = BoNT/A light chain protease inhibitors, primary screen, biochemical, flow cytometry, MLPCN library; Botulinum neurotoxin type A light chain protease (Clostridium botulinum A str. ATCC 3502); actives 0.17% (n = 360,000); inhibition, % at 10 µM; multiplex microsphere protease substrate cleavage; further: plate controls were buffer without enzyme for full effect and enzyme alone for no effect
Mtb BioA inh = M. tuberculosis BioA enzyme inhibitors, primary screen, biochemical, plate reader, single point, HTS; 7,8-diaminopelargonic acid synthase BioA (Mycobacterium tuberculosis); purified M. tuberculosis BioA enzyme; inhibition, % at 9.99 µM; actives 0.096% (n = 360,000); AID 602481, 2012; in the data active means inhibition above about 40%; inconclusive means no clear call, values can overlap the other calls
GDH-TPI inh = GDH-TPI coupling enzyme inhibitors, primary screen, artefact control for M. tuberculosis FBA inhibitor project, biochemical, absorbance, full deck; GDH-TPI coupled enzyme counterscreen, NADH absorbance; inhibition, % at 4.8 µM; actives 1.2% (n = 360,000); in the data active means inhibition above about 30%;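 further: 0% = DMSO wells and 100% = wells lacking the enzyme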
FBA Mtb inh = Mtb FBA enzyme inhibitors, primary screen, biochemical, fluorescence, strain H37Rv; AID 588726, 2011; actives 2.3% (n = 360,000); purified M. tuberculosis FBA, fluorescence read-out; inhibition, % at 1 µM; in the data active means inhibition above about 27%;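 further: 0% = vehicle and 100% = reference inhibitor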
PfHsp40 rescue = rescue of yeast from PfHsp40 toxicity, primary screen, S. cerevisiae, ATP luminescence; actives 0.68% (n = 340,000); S. cerevisiae expressing PfHsp40, growth rescue; growth rescue, % at 12.5 µM; in the data active means growth rescue above about 28%, passing the limit was not always enough; inconclusive means no clear call, values can overlap the other calls;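 further: yeast W303a lacking pdr1 and pdr3 grown in galactose medium; growth measured after three days at 30 °C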
BoNT-F LC inh = BoNT/F light chain protease inhibitors, primary screen, biochemical, flow cytometry, MLPCN library | inhibition, % at 10 µM | actives 0.22% (n = 360,000) | Multiplex microsphere protease cleavage assay | Botulinum neurotoxin type F light chain protease (Clostridium botulinum); in the data active means inhibition above about 35%, passing the limit was not always enough; inconclusive means no clear call, values can overlap the other calls; further: plate controls were buffer without enzyme for full effect and enzyme alone for no effect
Anthrax LF prot = Bacillus anthracis LF protease inhibitors, primary screen, biochemical, multiplex microsphere, MLPCN library; inhibition, % at 10 µM; Lethal factor (Bacillus anthracis), P15917; AID 588501, 2011; multiplex microsphere protease cleavage assay; actives 0.12% (n = 360,000); further: plate controls were buffer without enzyme for full effect and enzyme alone for no effect
Target sequence (P15917 whole entry, looked up): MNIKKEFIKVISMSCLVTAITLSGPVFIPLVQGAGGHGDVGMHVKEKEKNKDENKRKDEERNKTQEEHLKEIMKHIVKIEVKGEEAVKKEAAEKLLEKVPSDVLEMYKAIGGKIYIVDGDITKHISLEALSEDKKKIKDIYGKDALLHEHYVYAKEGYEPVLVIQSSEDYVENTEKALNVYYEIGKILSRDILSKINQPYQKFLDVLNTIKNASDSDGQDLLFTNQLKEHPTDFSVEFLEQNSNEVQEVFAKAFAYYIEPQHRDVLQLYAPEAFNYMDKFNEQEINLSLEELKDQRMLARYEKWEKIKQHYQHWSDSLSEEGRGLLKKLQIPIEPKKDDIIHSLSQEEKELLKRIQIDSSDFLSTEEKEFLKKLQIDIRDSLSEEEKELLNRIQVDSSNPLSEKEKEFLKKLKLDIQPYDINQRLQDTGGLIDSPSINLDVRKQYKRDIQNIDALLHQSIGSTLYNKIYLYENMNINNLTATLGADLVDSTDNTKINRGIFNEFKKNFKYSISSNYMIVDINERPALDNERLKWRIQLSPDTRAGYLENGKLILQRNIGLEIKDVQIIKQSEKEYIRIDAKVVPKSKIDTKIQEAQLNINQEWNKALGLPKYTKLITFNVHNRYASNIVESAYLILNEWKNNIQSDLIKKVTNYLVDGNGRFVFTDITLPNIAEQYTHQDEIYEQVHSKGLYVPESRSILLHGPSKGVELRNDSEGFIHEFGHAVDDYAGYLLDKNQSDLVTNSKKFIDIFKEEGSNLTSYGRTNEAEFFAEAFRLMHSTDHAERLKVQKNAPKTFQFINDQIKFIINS
FadD28 binding = inhibitors of FadD28 bisubstrate probe binding, primary screen, biochemical, fluorescence polarization, single point; Mycobacterium tuberculosis FadD28 fatty-acid-AMP ligase; inhibition, % at 12.5 µM; actives 0.22% (n = 360,000); AID 588549, 2011; in the data active means inhibition above about 8.5%, passing the limit was not always enough; inconclusive means no clear call, values can overlap the other calls
UGM FP inh = M. tuberculosis UGM enzyme inhibitors, primary screen, biochemical, fluorescence polarization, single point; inhibition, % at 10 µM; purified UGM, fluorescence polarization probe displacement; UDP-galactopyranose mutase (Mycobacterium tuberculosis (strain ATCC 25618 / H37Rv)), …; actives 0.06% (n = 320,000); in the data active means inhibition above about 10%, passing the limit was not always enough; inconclusive means no clear call, values can overlap the other calls
Active calls of the source: *; ? = inconclusive; . = not tested or not shown. Unless noted, no stated cut-off is given here; in the data, active means inhibition above about 30%; inconclusive means no clear call, values can overlap the other calls; inactive means below that.

SMILES	BoNT A protease	Mtb BioA inh	GDH-TPI inh	FBA Mtb inh	PfHsp40 rescue	BoNT-F LC inh	Anthrax LF prot	FadD28 binding	UGM FP inh
CC(Oc1ccc(Cl)cc1Cl)C(=O)Nc1ccc2oc(-c3ccncc3)nc2c1 (configuration not stated)	-1.0	0.7	4	1	-0.8	-2	-5	-0.8	-2.0
COc1cccc(NC(=O)Nc2ccccc2C(N)=O)c1	-0.2	.	-1	2	-0.3	-1	-3	-0.4	1.3
CC1(C)CC(=O)C=C(NCCO)C1	0.1	-1.2	14	-2	1.8	2	0	-4.0	-1.1
Cc1ccc(S(=O)(=O)Oc2ccccc2/C=N/NC(=O)c2nn(C)cc2[N+](=O)[O-])cc1	-0.6	0.3	7	0	0.6	-4	2	-15	-3.2
C/C(=N\NC(=O)c1cccc(S(=O)(=O)Nc2ccc(C)cc2C)c1)c1ccncc1	1.6	-0.9	5	0	-0.2	14	0	-3.7	.
CCOC(=O)c1oc2ccccc2c1NC(=O)COc1ccc(F)cc1	1.1	-1.8	7	2	0.0	-2	-1	-0.5	5.2
CCn1c2ccccc2c2n[nH]c(=S)nc21	-2.4	-1.6	-2	-2	-0.3	-3	-10	0.4	3.7
COc1cc(/C=N\NC(=O)c2ccc(-c3ccccc3)cc2)cc(Br)c1O	-0.1	-1.2	26	2	-0.2	3	-2	-2.3	-2.9
Cc1ccc(CCNC(=O)CN(C)S(=O)(=O)c2cnc[nH]2)cc1	-1.2	-2.1	7	0	1.7	-1	-2	0.8	3.7
CCOC(=O)c1c(C)[nH]c(C(=O)COc2ccc3c(c2)OCO3)c1C	-0.6	-0.2	-4	6	0.3	-12	-1	-4.3	-2.1
CCOC(=O)c1nnn(-c2nonc2N)c1-c1cccc2ccccc12	1.5	0.0	2	4	0.2	?	-2	-3.0	-0.6
COc1cc(/C=C/C(=O)OCC(=O)NC(=O)NC2CCCCC2C)ccc1OC(F)F (configuration not stated)	-0.5	-0.1	10	1	0.9	24	6	-1.7	.
O=C1COc2ccc(C(=O)COC(=O)c3nc(Cl)ccc3Cl)cc2N1	-0.7	-0.2	6	3	-0.1	-12	1	0.1	.
Cc1ccc(S(=O)(=O)N2CCOCC2)cc1C(=O)Nc1cccc(C(=O)NC2CC2)c1	-1.5	0.4	-1	0	1.0	?	?	-2.3	-0.8
CCOC(=O)C(NS(=O)(=O)c1ccccc1)(C(F)(F)F)P(=O)(OC(C)C)OC(C)C (configuration not stated)	0.2	2.3	-2	1	-1.8	3	2	-2.7	-0.7
Cn1c(=O)c2cc(NC(=S)NC3CCCCC3)ccc2n1-c1ccccc1	0.4	4.2	1	42*	.	-5	-4	-1.6	.
COc1ccc(Cc2nnc(SCC(=O)N3CCCC3)o2)cc1	0.4	.	3	-1	0.5	3	0	-2.7	0.0
Cc1csc(=NC(=O)c2ccccc2)n1Cc1ccco1	-1.6	0.0	11	-5	2.2	-22	-3	-6.8	2.4
Cc1cc(C(=O)OCC(=O)NC2CCCC2)c2ccccc2n1	1.1	-0.2	-3	5	-0.1	-14	-4	-1.3	.
COc1cccc(C(=O)N2CCN(C(=O)C3CCCO3)CC2)c1 (configuration not stated)	1.7	-0.4	10	-1	-0.6	2	7	-1.9	.
O=C(NCCc1ccccn1)c1ccc(OC2CCN(Cc3ccccn3)CC2)cc1	-2.5	0.5	1	-2	-0.4	-8	-3	0.7	-1.6
CCc1cccc(CC)c1NC(=O)COC(=O)c1ccc(F)c(S(=O)(=O)N(CC)CC)c1	0.4	.	7	-1	0.9	-5	1	-0.8	-3.9
CCC(Nc1ccc(OC)cc1)C(=O)N/N=C/c1ccc([N+](=O)[O-])cc1 (configuration not stated)	0.6	-1.2	17	1	-1.8	-2	0	-3.5	-2.6
Cc1cccc(C(=O)Nc2ccc(C(=O)N3CCCCC3C)cc2)c1 (configuration not stated)	-0.5	-0.2	0	-1	0.8	-1	-2	0.6	1.9
Cc1c(Cl)cccc1NC(=O)CN1CCC(C(O)(c2ccccc2)c2ccccc2)CC1	-4.0	-0.6	-16	-2	-0.4	-7	1	-5.6	-1.7
Later entries:
SMILES	BoNT A protease	Mtb BioA inh	GDH-TPI inh	FBA Mtb inh	PfHsp40 rescue	BoNT-F LC inh	Anthrax LF prot	FadD28 binding	UGM FP inh
CCOc1ccc(-c2c(C(=O)N/N=C/c3ccco3)nnn2-c2nonc2N)cc1	0.1	-6.6	43*	2	-2.1	-1	-1	0.3	2.8
COc1cccc(N(Cc2nnc3n2CCCCC3)C(=O)Nc2ccccc2F)c1	0.4	0.1	3	0	1.8	-3	-1	0.1	-3.0
COc1ccc(CCNC(=O)c2ccc(C)s2)cc1OC	0.8	28	-4	3	-0.4	-3	-1	-0.3	1.5
COc1ccc(CNC(=O)C(C)Sc2ccc(C)cc2)cc1 (configuration not stated)	0.5	.	5	3	0.2	-3	-8	-0.7	-0.5
O=C(NC(=S)Nc1ccc(NC(=O)c2cccs2)cc1)c1ccco1	0.3	-0.6	17	-2	-0.1	3	-3	-2.8	-3.8
CC(=O)N1CCN(C(=O)c2ccc(NS(=O)(=O)c3cc(C)ccc3C)cc2)CC1	.	.	2	-3	1.7	.	.	-2.5	-0.7
CCN1CCc2c(sc(NC(=O)C3CCCCC3)c2C(=O)OC)C1	0.3	2.4	4	-3	-1.1	0	-10	-4.3	-3.1
CC(Sc1nnc(-c2ccccc2)c(-c2ccccc2)n1)C(=O)N1CCc2ccccc21 (configuration not stated)	1.2	.	13	-1	0.5	-4	0	-0.6	0.2
COc1ccccc1-c1cc(-c2ccccc2)nc(SCC(=O)O)c1C#N	-4.7	0.8	5	1	2.6	32	14	-4.2	0.6
O=C(CN1CCOCC1)OCCCC1CCCCC1	.	-1.4	4	-13	0.1	.	.	-3.5	1.0
COc1ccc(NC(=O)/C(C#N)=C\c2ccc(N3CCOCC3)o2)cc1	-0.9	.	2	-29	-0.8	8	1	-0.1	-11
CC(C)CC(C(=O)Nc1oc(-c2ccco2)c(-c2ccco2)c1C#N)N1C(=O)c2ccccc2C1=O (configuration not stated)	-1.2	-1.4	19	-4	0.6	-15	-2	2.4	-2.1
O=C(Oc1cccc([N+](=O)[O-])c1)C1CCN(C(=O)c2ccc(F)cc2)CC1	0.1	4.4	1	-2	-0.4	3	1	-3.4	4.7
COc1ccc(OC)c(C2Nc3ccccc3NC3=C2C(=O)CC(C)(C)C3)c1 (configuration not stated)	1.7	11	20	-1	-1.1	?	-2	1.7	-2.0
Clc1ccc2sc(C3CCNCC3)nc2c1	-0.8	-1.3	7	3	-1.0	?	-4	-3.1	2.4
CC1=C(C(=O)N2CCOCC2)CC(CC(=O)NCc2cccc3ccccc23)C(=O)N1CCCN1CCCC1=O (configuration not stated)	-0.3	0.1	1	0	.	4	-4	-1.8	.
COC(=O)c1sccc1NC(=O)COc1ccc(F)cc1Cl	-0.7	0.6	4	-2	-0.9	-3	-3	0.2	0.1
O=c1[nH]c2ccc(Br)cc2o1	-0.6	-0.5	5	-2	-0.4	-1	-6	-0.7	.
CCOc1ccc(C2C(C(=O)c3ccco3)=C(O)C(=O)N2CCN2CCOCC2)cc1 (configuration not stated)	2.1	-1.8	13	-3	1.6	6	-2	-1.4	0.7
Cc1cccc(N2CCN(C(=O)Cn3c(=O)[nH]c4ccsc4c3=O)CC2C)c1 (configuration not stated)	1.5	6.5	-13	1	-0.2	3	-2	-3.4	-3.1
CCCCC(=O)OCC(=O)Nc1cccc(S(=O)(=O)NC2=NCCCCC2)c1	0.9	.	-10	-1	1.5	-2	-2	-2.0	-1.5
CCN1CCCC1CNC(=O)c1cc2c(-c3ccc(Cl)cc3)nn(C)c2s1 (configuration not stated)	-1.1	-0.5	4	22	0.1	-9	-6	-9.1	0.6
O=c1c2ccccc2nnn1COc1ccc(F)cc1Cl	-0.1	.	-1	-1	12	-1	-4	-4.6	0.9
Cc1cc(C)c2oc(=O)cc(CN3CCOCC3)c2c1	0.6	-0.6	6	0	-2.4	2	-7	0.4	0.3
COc1nnc(-c2ccc(N3CCCCC3)c(N)c2)c2ccccc12	1.5	-7.0	-1	-3	5.2	-18	-6	-1.2	-0.1

Sorted by SMILES length (rising): some entries from above.
SMILES	BoNT A protease	Mtb BioA inh	GDH-TPI inh	FBA Mtb inh	PfHsp40 rescue	BoNT-F LC inh	Anthrax LF prot	FadD28 binding	UGM FP inh
COc1ccc(CNC(=O)C(C)Sc2ccc(C)cc2)cc1 (configuration not stated)	0.5	.	5	3	0.2	-3	-8	-0.7	-0.5
COc1cc(/C=N\NC(=O)c2ccc(-c3ccccc3)cc2)cc(Br)c1O	-0.1	-1.2	26	2	-0.2	3	-2	-2.3	-2.9
Cc1c(Cl)cccc1NC(=O)CN1CCC(C(O)(c2ccccc2)c2ccccc2)CC1	-4.0	-0.6	-16	-2	-0.4	-7	1	-5.6	-1.7
CC1=C(C(=O)N2CCOCC2)CC(CC(=O)NCc2cccc3ccccc23)C(=O)N1CCCN1CCCC1=O (configuration not stated)	-0.3	0.1	1	0	.	4	-4	-1.8	.

Carrying on:
SMILES	BoNT A protease	Mtb BioA inh	GDH-TPI inh	FBA Mtb inh	PfHsp40 rescue	BoNT-F LC inh	Anthrax LF prot	FadD28 binding	UGM FP inh
CCOC(=O)c1sc2nc(C)n(CC(=O)NCC3CCCO3)c(=O)c2c1C (configuration not stated)	-2.2	-0.4	1	-15	0.1	-20	-2	-2.8	-1.5
CN(C(=O)c1ccc(NC(=O)Cc2cccc(NC(=O)C3CCCN(C(=O)C4CCC4)C3)c2)cc1)C1CCCC1 (configuration not stated)	-0.3	-1.0	-1	-3	1.5	-7	0	-4.4	0.0
C=CCn1c(=S)[nH]c2sccc2c1=O	-0.9	.	11	0	-1.3	0	8	1.6	1.5
CCCSc1nc2c(cnn2-c2ccc(C)cc2)c(=O)[nH]1	-0.4	-3.1	7	4	-0.3	-3	-4	0.6	-2.1
C[C@@H]1CCC(=O)N(C[C@@H](C)CSc2ccc(Br)cc2)CC1	0.2	-1.8	4	3	1.7	-1	-1	-2.2	0.2
CCOC(=O)C(Cc1ccccc1)C(=O)Nc1cccc(C)c1 (configuration not stated)	-0.6	.	2	-1	2.2	-7	1	-0.7	2.9
CN(C(=O)c1ccc(OC2CCN(C(=O)c3cccnc3)CC2)cc1)C1CCCCC1	-1.0	.	6	1	-0.4	-6	2	-3.2	-0.3
CCN1C(=O)[C@H]2[C@@H](c3ccc(-c4ccc(F)cc4)c(OC)c3)N[C@@](C)(C(=O)OC)[C@H]2C1=O	0.5	-3.1	16	15	1.6	0	-1	-1.0	0.5
COCCNC(=O)C1CC(=O)N(C2CCCCC2)C1 (configuration not stated)	0.4	-0.5	-6	0	-1.2	3	-6	-8.6	-0.9
COc1cccc(/C=C/C(=O)Oc2ccc(C(=O)c3ccc(F)cc3)cc2)c1	0.0	.	7	3	-1.1	2	0	-2.1	-1.2
CCOc1ccc(NC(=O)NC2CCCCCCC2)cc1	-2.6	-0.3	-4	-2	1.6	-7	-1	-1.6	-0.3
CC(=O)N1CCN(c2ccc(NC(=O)c3ccc(Cl)c(Cl)c3)cc2)CC1	-0.9	1.0	9	0	-0.5	-27	3	-0.7	0.0
COc1cccc(COc2nc3c(c(=O)n(C)c(=O)n3C)n2C)c1	-0.4	-2.5	-6	-1	-0.4	-1	2	-0.7	0.8
COc1ccc(S(=O)(=O)N2CCC3CC2c2cc(-c4ccc5c(c4)OCO5)ccc23)cc1 (configuration not stated)	-0.5	1.4	.	-3	.	0	-4	-2.7	.
CC(=O)c1cccc(NC(=O)CN(C)S(=O)(=O)c2cccc3nsnc23)c1	-3.3	-0.1	7	-8	0.3	-6	-5	-1.5	-2.1
